Screens from PubChem.
GSK3B inh: human GSK3beta kinase inhibition | GST-GSK3beta kinase, ADP-Glo luminescence, 60 min; hits give low values | activity score (negative = inhibition), % at 10 µM | hit rate 0.038% among 300,000;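 active = more than half of replicate wells score below -50%, meaning over 50% inhibition versus plate controls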;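 also: 0% = median DMSO wells and -100% = median GW8510 positive control wells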
Target sequence (P49841 whole entry, looked up): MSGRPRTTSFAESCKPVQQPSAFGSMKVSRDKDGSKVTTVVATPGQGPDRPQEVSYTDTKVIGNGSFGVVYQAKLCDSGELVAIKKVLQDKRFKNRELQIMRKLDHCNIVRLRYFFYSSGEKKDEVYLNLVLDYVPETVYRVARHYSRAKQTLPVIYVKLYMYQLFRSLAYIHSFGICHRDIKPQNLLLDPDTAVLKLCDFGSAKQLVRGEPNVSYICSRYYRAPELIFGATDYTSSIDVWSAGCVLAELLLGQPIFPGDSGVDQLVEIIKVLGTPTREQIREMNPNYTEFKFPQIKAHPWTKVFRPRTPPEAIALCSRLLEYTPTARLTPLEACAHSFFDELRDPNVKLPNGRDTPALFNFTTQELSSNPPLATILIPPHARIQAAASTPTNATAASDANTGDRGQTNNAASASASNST
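Test system: GST-tagged human GSK3beta kinase, cell-free; evaluation: activity score scaled between in-plate DMSO and GW8510 controls; measured by: ADP-Glo luminescence; incubation: 60 min reaction, RT; benchmarks: DMSO and 20 µM GW8510; reagent: peptide substrate plus 25 µM ATP (final); medium: Tris/MgCl2 kinase buffer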
GSK3 alpha inh: blocks human GSK-3 alpha kinase | P49840 | ADP-Glo luminescence, 60 min | inhibition, % at 10 µM | hit rate 0.1% among 320,000;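 in the data active = inhibition above about 50%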;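 also: GST-tagged GSK-3 alpha with peptide substrate and 25 µM ATP; 0% = DMSO neutral wells and 100% = GW8510 positive control wells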
hERG protect: shields human hERG channel from block by proarrhythmic agents. CHO-hERG, FluxOR thallium flux, dofetilide IC70 present. Q12809. hit rate 0.51% among 310,000. activation (rescue from dofetilide block), less the hit threshold, % at 10 µM;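 active = activation above the mean of controls blocked by dofetilide plus 5 SD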;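 also: thallium influx through hERG after potassium depolarization seen as dye fluorescence rise; in these data hits start at about 4.7%; inactives centre near -7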
KCNK9 block: blocks the human KCNK9 two-pore domain potassium channel. HEK293 KCNK9, FluxOR thallium flux fluorescence; hits give low values. hit rate 1.2% among 310,000. B-score at 10 µM. AID 488922. Q9NPC2;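 active = ratio B-score over 3 SD below the library mean, with starting fluorescence within 5 SD of its mean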;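 also: negative B-score means less thallium flux so channel inhibition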
Target sequence (Q9NPC2 whole entry, looked up, the tested form may be a part): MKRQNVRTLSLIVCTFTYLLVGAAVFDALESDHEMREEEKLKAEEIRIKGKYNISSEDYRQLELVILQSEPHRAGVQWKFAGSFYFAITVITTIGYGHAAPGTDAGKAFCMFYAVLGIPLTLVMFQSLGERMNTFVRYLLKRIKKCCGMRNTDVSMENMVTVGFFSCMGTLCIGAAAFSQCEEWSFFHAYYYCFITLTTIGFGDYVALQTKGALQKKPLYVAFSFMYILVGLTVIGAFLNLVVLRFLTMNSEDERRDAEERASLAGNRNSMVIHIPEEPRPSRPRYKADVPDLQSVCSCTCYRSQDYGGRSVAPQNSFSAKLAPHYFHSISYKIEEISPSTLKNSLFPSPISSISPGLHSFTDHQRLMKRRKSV
HDAC3 inh: inhibitors of human histone deacetylase 3; hit rate 0.15% among 320,000; recombinant HDAC3, fluorogenic peptide/trypsin coupled, fluorescence; inhibition, % at 8.3 µM; in the data active = inhibition above about 26%, passing the limit was not always enough
KCNQ1 pot: potentiators or activators of human KCNQ1 potassium channel | CHO-K1 KCNQ1, thallium flux FluxOR fluorescence; hits give high values | B-score at 10 µM | hit rate 0.35% among 310,000 | AID 2648;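 active = fluorescence ratio B-score, a plate-corrected score, at least three library SD, with initial intensity B-score within 5 SD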
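Assay system: stable KCNQ1 CHO-K1 line; medium: assay buffer, equal DMSO in all wells; timing: 90 min dye loading and 20 min compound exposure, both at room temperature; technique: kinetic FluxOR thallium fluorescence, 10-s 1-Hz baseline, 110-s post-stimulus read; read-out basis: B score of baseline-normalized fluorescence ratio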
KCNQ1 inh: blocks the human KCNQ1 potassium channel | CHO-K1 KCNQ1, FluxOR thallium flux fluorescence; hits give high values | B-score at 10 µM | hit rate 1.3% among 310,000 | AID 2642;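 active = compounds whose thallium flux B-score, printed positive for inhibition, exceeds three library SD while starting fluorescence stays within three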;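 also: channel opened by potassium depolarization with thallium stimulus after 20 min compound exposure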
KCNK3 block: human KCNK3 channel inhibition, primary screen; hit rate 0.84% among 340,000; B-score at 10 µM; CHO-KCNK3 thallium flux, FluxOR fluorescence; hits give low values; AID 602410;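 active = B-score under library mean minus 4 SD, starting fluorescence ratio at most library mean plus 5 SD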;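 also: more negative B-score means stronger inhibition of thallium flux through KCNK3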
PolyA inhibitor: blocks polyadenylation in yeast reporter cells. S. cerevisiae SKY197-pL101 polyadenylation reporter, beta-gal luminescence; efflux-impaired pdr1/pdr3 knockout yeast; score 100 = 6 SD above DMSO. AID 1875. calls only at 12 µM. hit rate 0.02% among 300,000;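 active = lowest replicate activity score at least 50, where 100 means six control SD above control mean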;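 also: yeast exposed to compound for 9 h at 30 °C; higher score means more reporter readthrough which indicates perturbed polyadenylation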
Dyrk1A ADPGlo: inhibitors of rat Dyrk1A kinase; hit rate 0.43% among 310,000; Q63470; inhibition, % at 12.5 µM; ADP-Glo luminescence, NFATc1 peptide; in the data active = inhibition above about 50%;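 also: plate controls were vehicle with enzyme for no effect and no enzyme for full effect; many of its hits are not listed in these tables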
RGS4 pot: potentiators or activators of RGS4 | HEK293 M3R/inducible RGS4, carbachol calcium flux Fluo4; hits give low values | B-score at 10 µM | hit rate 0.92% among 310,000 | AID 463111;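 active = B-score of the integrated calcium signal more than 4 SD below the library mean, with starting fluorescence not abnormally high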;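 also: negative B-score means reduced calcium response which marks RGS4 activation or potentiation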
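System: HEK293 FlpIn-TREx cells, stable M3R, doxycycline-inducible RGS4. Timing: overnight RGS4 induction, 30 min dye load 37 °C, 20 min compound RT. Also added: carbachol, ECmax concentration. Measured by: Fluo4 fluorescence kinetic imaging of calcium. Evaluation: integrated calcium ratio converted to B score.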
Numbers without * were called inactive; i = inactive; . = not tested or not shown.

SMILES	GSK3B inh	GSK3 alpha inh	hERG protect	KCNK9 block	HDAC3 inh	KCNQ1 pot	KCNQ1 inh	KCNK3 block	PolyA inhibitor	Dyrk1A ADPGlo	RGS4 pot
CCN(CC)c1ccc2c(C)c(CO)c(=O)oc2c1	-1	-2	-10	i	-20	i	i	i	i	-1	i
CC(O)c1cccc(N=Cc2ccc3ccccc3c2O)c1 (centres undefined)	1	0	-13	i	6	i	i	i	i	.	i
COc1ccc(-c2cc(C(=O)Nc3ccccc3O)c3ccccc3n2)cc1	-1	-1	-7	i	9	i	i	i	i	.	i
COc1ccc(CC(=O)Nc2sc3c(c2C(N)=O)CCCC3)cc1OC	2	7	-4	i	2	i	i	i	i	-2	i
CCOC(=O)CSc1nnc(-c2nnc(SCC(=O)OCC)n2CC)n1CC	2	-1	-7	i	0	i	i	i	i	-6	i
O=C(NCCS(=O)(=O)N1CCN(c2ccccc2F)CC1)c1ccc(Br)o1	0	0	-12	i	-5	i	i	i	i	-3	i
Cn1c(N/N=C2\CCCc3ccccc32)nc2c1c(=O)n(Cc1ccccc1)c(=O)n2C	1	1	-11	i	4	i	i	i	i	-1	i
Cn1c(CC(=O)c2ccc(Br)cc2)[n+](C)c2ccccc21	3	-1	-5	i	1	i	i	i	i	-5	i
O=[n+]1cc(-c2ccc(Br)cc2)n([O-])c2c1CCC2	-2	-2	-5	i	-1	i	i	i	i	.	i
CCCNC(=O)OCCC12CC3CC(CC(C3)C1)C2	4	0	-4	i	4	i	i	i	i	-1	i
CCN(Cc1ccccc1)C(=O)Cc1c[nH]c2ccccc12	-3	1	-10	i	-1	i	i	i	i	-3	i
COCc1cc(C)c(C#N)c(=S)[nH]1	6	-1	-5	i	1	i	i	i	i	-1	i
CCOC(=O)CCCNC(=O)COC(=O)c1cccc(F)c1	0	-2	-5	i	4	i	i	i	i	1	i
COc1ccc(CCNc2nc(-c3ccc(O)cc3)cs2)cc1OC	-27	3	-29	i	7	i	i	i	i	.	i
O=C(OCCCN=C1NS(=O)(=O)c2ccccc21)C1CC(=O)N(c2ccc(Cl)cc2)C1 (centres undefined)	0	3	-7	i	-2	i	i	i	i	8	i

As a working copy, five of the compounds above:
SMILES	GSK3B inh	GSK3 alpha inh	hERG protect	KCNK9 block	HDAC3 inh	KCNQ1 pot	KCNQ1 inh	KCNK3 block	PolyA inhibitor	Dyrk1A ADPGlo	RGS4 pot
CCN(Cc1ccccc1)C(=O)Cc1c[nH]c2ccccc12	-3	1	-10	i	-1	i	i	i	i	-3	i
COCc1cc(C)c(C#N)c(=S)[nH]1	6	-1	-5	i	1	i	i	i	i	-1	i
CCOC(=O)CCCNC(=O)COC(=O)c1cccc(F)c1	0	-2	-5	i	4	i	i	i	i	1	i
COc1ccc(CCNc2nc(-c3ccc(O)cc3)cs2)cc1OC	-27	3	-29	i	7	i	i	i	i	.	i
O=C(OCCCN=C1NS(=O)(=O)c2ccccc21)C1CC(=O)N(c2ccc(Cl)cc2)C1 (centres undefined)	0	3	-7	i	-2	i	i	i	i	8	i

(listing goes on)
SMILES	GSK3B inh	GSK3 alpha inh	hERG protect	KCNK9 block	HDAC3 inh	KCNQ1 pot	KCNQ1 inh	KCNK3 block	PolyA inhibitor	Dyrk1A ADPGlo	RGS4 pot
COCCCNC(=O)C1CCN(c2ccc(N3CCOCC3)nn2)CC1	-1	0	-8	i	-2	i	i	i	i	-2	i
Cc1nc2c(c(=O)c3ccccc3n2C)c(=O)n1-c1ccccc1	-1	1	-7	i	-2	i	i	i	i	8	i
CCCCC1(C)OC(=O)C(=Cc2ccc(-c3ccc(Cl)c(C(=O)O)c3)o2)C(=O)O1 (centres undefined)	0	.	-7	i	9	i	i	i	i	-1	i
CC1(C)CC(=O)C(C(=O)C2CCN(S(=O)(=O)c3ccccc3)CC2)C(=O)C1	0	-4	-5	i	-4	i	i	i	i	-4	i
Cc1cccc(NC(=O)CSc2nnc(-c3ccccc3Br)o2)c1C	11	-1	-4	i	0	i	i	i	i	3	i
c1ccc(N/N=C2\CCCc3ccccc32)nc1	0	2	-3	i	3	i	i	i	i	.	i
CC(CNC(=O)CN1C(=O)c2cccnc2Oc2ccc(Cl)cc21)c1ccccc1 (centres undefined)	0	-3	-12	i	1	i	i	i	i	.	i
COc1ccc(NC(=O)COc2ccc(Br)cc2)c(OC)c1	-5	2	1	i	-1	i	i	i	i	-3	i
CCOC(=O)c1c(C)oc2ccc(OCC(=O)N(CC)CC)cc12	3	4	-1	i	7	i	i	i	i	31	i
Oc1ccc(/C=N/N=C/c2ccc(O)c(O)c2)cc1O	1	3	-11	i	13	i	i	i	i	24	i
Cc1ccc(NC(=O)c2cc(NC(=O)c3ccco3)ccc2N2CCCCC2)cc1	-1	9	-6	i	-4	i	i	i	i	0	i
O=C(Cn1cccc1C(=O)c1ccccc1)NCCCc1ccccc1	0	-1	-7	i	10	i	i	i	i	1	i
c1ccc(-c2nc(NCCCn3ccnc3)c3oc4ccccc4c3n2)cc1	2	29	-33	i	4	i	i	i	i	17	i
NC(=O)c1ccc(NC(=O)CCNC(=O)c2ccco2)cc1	2	-1	-4	i	-5	i	i	i	i	5	i
COc1ccccc1NC(=O)C12CCC(C)(C(=O)C1)C2(C)C (centres undefined)	2	12	-12	i	3	i	i	i	i	0	i
CC/C(=C/c1sc2ccc(C)cc2[n+]1CCO)SC	-1	-4	-10	i	2	i	i	i	i	2	i
CCOC(=O)CN1CC23C=CC(O2)C(C(=O)Nc2ccc(F)c(C)c2)C3C1=O (centres undefined)	-4	-1	-14	i	-3	i	i	i	i	2	i
Clc1cc(Cl)cc(CSc2nnc(-c3sccc3-n3cccc3)o2)c1	0	-3	-7	i	-9	i	i	i	i	1	i
Brc1ccc(OCCCCN2CCCCC2)cc1	1	1	-3	i	1	i	i	i	i	-3	i
N#Cc1ccccc1COC(=O)c1ccc(Br)o1	-2	-1	-8	i	3	i	i	i	i	-6	i
CCCS(=O)(=O)N1CCCC(C(=O)NC2CCCC(C)C2C)C1 (centres undefined)	-3	0	-6	i	-4	i	i	i	i	5	i
CC1(C)C2CCC1(CS(=O)(=O)Nc1ccc(S(=O)(=O)N3CCCCC3)cc1)C(=O)C2 (centres undefined)	1	1	-12	i	9	i	i	i	i	1	i
CC1(C)CC(NC(=O)COc2ccc(Cl)cc2Cl)CC(C)(C)N1	.	-2	-13	i	-6	i	i	i	i	-8	i
CC(C)CN(C(=O)C1CSC2(C)CCC(=O)N12)c1c(N)n(Cc2ccccc2)c(=O)[nH]c1=O (centres undefined)	-1	1	-8	i	3	i	i	i	i	-4	i
COc1ccc(CN(C)C(=S)Nc2ccc(OC(F)F)cc2)cc1	-1	-1	-21	i	2	i	i	i	i	-2	i
O=[N+]([O-])/C(C(=C(Cl)Cl)N1CCN(Cc2ccccc2)CC1)=C1\NCCN1Cc1ccc(Cl)nc1	2	-2	-7	i	8	i	i	i	i	-5	i
O=C(N/N=C/C(Cl)=C/c1ccc([N+](=O)[O-])cc1)C(=O)Nc1ccc(C(=O)O)cc1	4	0	-7	i	3	i	i	i	i	2	i
Cc1ccc(Cl)cc1NC(=O)CCn1cccc1	2	0	-11	i	-11	i	i	i	i	4	i
C/C(=N\NC(=O)c1nnn(-c2nonc2N)c1-c1cccs1)c1cccc(O)c1	0	66*	-10	i	6	i	i	i	i	11	i
CC(NC(=O)/C(C#N)=C/c1cccs1)c1ccccc1 (centres undefined)	0	1	-24	i	9	i	i	i	i	.	i
O=C(Nc1ccc(N2CCOCC2)cc1)c1cc2c(s1)CCCCC2	1	1	-7	i	9	i	i	i	i	3	i
O=C(Nc1ccc(Oc2nnc(-c3ccccc3)c3ccccc23)cc1)c1ccccc1	1	-2	-6	i	-1	i	i	i	i	-3	i
CC(O)/C=C/C1OC(=O)CC1Nc1ccc(C=O)cc1 (centres undefined)	1	-1	-8	i	14	i	i	i	i	11	i
CN(C)CCN(Cc1cc2cc3c(cc2[nH]c1=O)OCO3)C(=S)NCc1ccco1	-5	0	-1	i	10	i	i	i	i	0	i
CN(C)CCCOC(=O)COc1ccc(C(C)(C)C)cc1	-5	-1	-7	i	2	i	i	i	i	.	i
CC(C)C(NC(=O)c1ccc(C(C)(C)C)cc1)C(=O)Nc1cccc(S(N)(=O)=O)c1 (centres undefined)	0	-3	-11	i	13	i	i	i	i	.	i
Cc1nc(-c2ccccc2)sc1C1(C)CC(c2cccnc2)=NO1 (centres undefined)	0	.	-12	i	.	i	i	.	i	.	i
CC(C)(C)OC(=O)N1CCC(C(=O)N2CCC[C@H]2C(=O)O)CC1	-1	-1	-9	i	-2	i	i	i	.	-12	i
FC(F)(F)c1nnc(-c2ccccc2)nc1N1CCCC1	-1	0	-17	i	1	i	i	i	i	-3	i
O=C(NC(=S)NCCOCc1ccc(Cl)cc1)c1cccnc1	1	-1	-5	i	-2	i	i	i	i	-1	i
COc1ccc(CCNC(=O)Nc2cccc([N+](=O)[O-])c2)cc1OC	-2	1	-7	i	-15	i	i	i	i	7	i
O=C(Cn1cnc2scc(-c3ccc(Cl)cc3)c2c1=O)N1CCOCC1	2	-1	-11	i	-6	i	i	i	i	1	i
O=C(OCc1ccccc1)/C(=C/c1cccc(Br)c1)NC(=O)c1ccco1	-1	-2	-14	i	10	i	i	i	i	-5	i
CC(C)N(C(=O)CSc1nc2ccccc2c(=O)[nH]1)C(C)C	2	0	-18	i	-4	i	i	i	i	.	i

Two records drawn at random from those above:
SMILES	GSK3B inh	GSK3 alpha inh	hERG protect	KCNK9 block	HDAC3 inh	KCNQ1 pot	KCNQ1 inh	KCNK3 block	PolyA inhibitor	Dyrk1A ADPGlo	RGS4 pot
CC(O)/C=C/C1OC(=O)CC1Nc1ccc(C=O)cc1 (centres undefined)	1	-1	-8	i	14	i	i	i	i	11	i
O=C(Nc1ccc(N2CCOCC2)cc1)c1cc2c(s1)CCCCC2	1	1	-7	i	9	i	i	i	i	3	i

Quoted from the listing:
CC(CNC(=O)CN1C(=O)c2cccnc2Oc2ccc(Cl)cc21)c1ccccc1 (centres undefined) in HDAC3 inh reads 1
CC/C(=C/c1sc2ccc(C)cc2[n+]1CCO)SC in HDAC3 inh reads 2

Some of the compounds tested, so the mix of outcomes need not match the whole.
